KCNQ2 inh: KCNQ2 potassium channel inhibitors, primary screen, cell-based, CHO-K1, FluxOR thallium flux, B-score (AID 2156); Potassium voltage-gated channel subfamily KQT member 2 (Rattus norvegicus), O88943; 20 min; hits give low values; B-score at 10 µM; 310,000 tested, 1.1% active;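 active means fluorescence ratio B-score at most minus 3 library SDs, with starting brightness B-score within 2 library SDs, cut at about -5.5 in these data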
OX1R antag: antagonists of human orexin 1 receptor (OX1R); Orexin/Hypocretin receptor type 1 (Homo sapiens), O43613; OX1R-expressing cells, FRET antagonist read-out; inhibition, % at 6.6 µM; 330,000 tested, 1.8% active; in the data active means inhibition mostly above about 38%, no sharp cut-off; inactive means mostly below about 40%;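 further: 0% = agonist challenge alone and 100% = reference antagonist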
Target sequence (O43613 whole entry, looked up): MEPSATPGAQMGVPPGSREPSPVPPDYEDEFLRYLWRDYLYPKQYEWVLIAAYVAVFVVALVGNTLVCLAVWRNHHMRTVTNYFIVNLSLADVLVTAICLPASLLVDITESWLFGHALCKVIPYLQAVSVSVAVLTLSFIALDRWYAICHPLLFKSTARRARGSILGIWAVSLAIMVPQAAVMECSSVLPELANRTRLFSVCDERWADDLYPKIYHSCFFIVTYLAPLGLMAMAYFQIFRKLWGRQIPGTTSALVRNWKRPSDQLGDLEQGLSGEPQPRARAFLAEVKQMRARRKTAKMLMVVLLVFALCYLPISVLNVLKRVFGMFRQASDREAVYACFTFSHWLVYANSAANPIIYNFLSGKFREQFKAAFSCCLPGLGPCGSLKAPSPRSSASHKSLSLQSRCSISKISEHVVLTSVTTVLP
STK33 kinase inh: inhibitors of purified STK33 kinase, primary screen, biochemical, ADP-Glo luminescence, homogeneous, cell-free | inhibition, % at 10 µM | MBP phosphorylation | Serine/threonine-protein kinase 33 (Homo sapiens), Q9BYT3 | 320,000 tested, 0.073% active;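 active means inhibition at or above 25%, using the most active replicate where run in duplicate; inactive means inhibition below 25%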
Target sequence (Q9BYT3 whole entry, looked up): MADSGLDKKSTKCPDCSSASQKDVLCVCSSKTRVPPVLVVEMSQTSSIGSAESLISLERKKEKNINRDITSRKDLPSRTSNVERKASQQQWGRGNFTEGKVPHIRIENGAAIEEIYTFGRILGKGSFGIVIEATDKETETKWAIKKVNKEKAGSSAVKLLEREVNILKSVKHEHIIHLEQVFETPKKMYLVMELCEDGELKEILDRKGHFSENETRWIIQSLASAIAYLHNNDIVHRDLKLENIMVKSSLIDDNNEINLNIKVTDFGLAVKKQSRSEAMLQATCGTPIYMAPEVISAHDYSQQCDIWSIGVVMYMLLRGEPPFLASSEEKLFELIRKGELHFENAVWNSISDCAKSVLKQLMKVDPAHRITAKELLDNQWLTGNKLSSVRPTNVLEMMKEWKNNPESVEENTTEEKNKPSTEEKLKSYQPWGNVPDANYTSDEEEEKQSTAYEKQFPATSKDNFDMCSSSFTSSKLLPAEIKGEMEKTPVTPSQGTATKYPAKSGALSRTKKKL
Active calls of the source: *; i = inactive; · = not tested or not shown. Rows were taken by chance. About 2.7% of those tested had a hit in this group.

cpd	compound	OX1R antag	KCNQ2 inh	STK33 kinase inh
1	O=C(COC(=O)CCc1nc2ccccc2c(=O)[nH]1)NC(=O)NC1CCCC1	-1	i	-2.0
2	CCCc1ccc(OCc2ccc(C(=O)NCc3cccnc3)o2)c(OC)c1	9	i	0.3
3	COc1cccc(-c2noc(CCC(=O)NC3CCCCC3)n2)c1	5	i	-2.4
4	COc1ccc(OC)c(CCNC(=O)c2ccc3c(c2)N(Cc2ccc(F)cc2)CCS3)c1	29	i	-0.9
5	COC(=O)CCn1nnc(-c2ccc(C(C)C)cc2)n1	13	i	-0.4
6	Cc1cccc(C)c1NC1=NC(=S)N(c2ccc(C(=O)O)cc2)C12CCCCC2	11	i	-0.7
7	CCOC(=O)CNC(=O)Cn1cnc2c(nnn2-c2ccc(F)cc2)c1=O	5	i	-1.0
8	Cc1nn(Cc2ccccc2)c(Cl)c1C(=O)OC(C)C#N (stereo not given)	27	i	-0.4
9	CCOC(=O)c1sc(C)c(C(=O)NCCCN2CCOCC2)c1N	28	i	-0.1
10	CN(c1ccc(C(=O)N2CCCCC2)cc1)S(=O)(=O)c1cccs1	27	i	0.0
11	O=C(O)/C=C/C(=O)Nc1ccc(Cl)c(C(=O)O)c1	10	i	-2.1
12	CC(=O)c1cccc(NC(=O)c2ccc([N+](=O)[O-])o2)c1	57*	i	-0.7

Other compounds follow:
cpd	compound	OX1R antag	KCNQ2 inh	STK33 kinase inh
13	CCNC(=O)N1CCC(c2nc3ccccc3s2)CC1	-1	i	-0.5
14	O=C(NC(=S)NCCc1ccccc1)c1ccccc1F	27	i	-1.0
15	CCOc1cc(-c2n[nH]c(=S)n2Cc2ccccc2)ccc1OC(F)F	0	·	-1.9
16	CC(=O)c1sc(NC(=O)CCN2C(=O)c3ccccc3C2=O)nc1C	26	i	-1.9
17	O=C(O)C1CCCN(S(=O)(=O)c2ccccc2)C1 (stereo not given)	3	i	-1.7
18	COc1ccccc1NC(=O)N1CCN(c2ccccn2)CC1	18	i	-1.0
19	CSc1nnc2c3cc(F)ccc3n(Cc3ccccc3)c2n1	22	i	0.1
20	Cc1cc(C)nc(SCC(=O)NC2CCCCC2C)n1 (stereo not given)	27	i	-2.2
21	CN(C(=O)c1ccc(S(=O)(=O)N(C)C)cc1)c1ccc2ccccc2c1	12	i	-2.7
22	COc1cccc(C(=O)NC(C)C(c2cccs2)N2CCOCC2)c1 (stereo not given)	18	i	-2.3
23	COc1ccc(C2CC3CC(c4ccccc4)N2O3)cc1 (stereo not given)	5	i	0.3
24	CCOC(=O)N1CCN(S(=O)(=O)c2ccc3c(c2)CC(C)N3C(=O)C2CC2)CC1 (stereo not given)	14	i	0.3

The listing continues.
cpd	compound	OX1R antag	KCNQ2 inh	STK33 kinase inh
25	O=c1c2ccccc2nc(SCc2cc(F)cc3c2OCOC3)n1Cc1ccco1	7	-8*	-1.4
26	O=C1CN(C(=O)COC(=O)c2cccnc2Cl)c2ccccc2N1	26	i	-1.2
27	CCOC(=O)c1c(NC(=O)CNCCO)sc(C)c1C	17	i	3.7
28	CCOC(=O)c1csc(NC(=O)c2ccc3c(c2)OCCO3)n1	36	i	-1.2
29	O=C1CS/C(=C\[N+](=O)[O-])N1c1ccccc1	8	i	-0.2
30	Cc1cc(C(=O)OCC(=O)N2CC(C)OC(C)C2)c2ccccc2n1 (stereo not given)	31	i	-2.1
31	Clc1ccc(CSc2nnc(NC3=NCCCCC3)s2)cc1	23	i	-2.9
32	O=C(Nc1ccc(S(=O)(=O)N2CCCC2)cc1)c1cc(F)c(F)cc1Cl	-5	i	-0.1
33	CC1CC(C)CN(CCCNS(=O)(=O)c2ccc3c(c2)oc(=O)n3C)C1 (stereo not given)	·	i	-1.2
34	Cc1ccc(CNc2cnccn2)cc1	4	i	-1.5
35	Oc1ccc(C2=NNC(c3ccc(O)cc3)=NN2)cc1	-7	i	-1.4
36	CCOC(=O)C1CCN(S(=O)(=O)c2ccc(-c3cc(C(F)(F)F)n(C)n3)s2)CC1	6	i	-1.1

Part of the list above in order of length of the SMILES, low to high:
cpd	compound	OX1R antag	KCNQ2 inh	STK33 kinase inh
29	O=C1CS/C(=C\[N+](=O)[O-])N1c1ccccc1	8	i	-0.2
28	CCOC(=O)c1csc(NC(=O)c2ccc3c(c2)OCCO3)n1	36	i	-1.2
36	CCOC(=O)C1CCN(S(=O)(=O)c2ccc(-c3cc(C(F)(F)F)n(C)n3)s2)CC1	6	i	-1.1

Additional records:
cpd	compound	OX1R antag	KCNQ2 inh	STK33 kinase inh
37	COc1ccc(SCC(=O)Nc2ccc(N3CCN(C)CC3)c(F)c2)cc1	11	i	·
38	COc1ccc(C(=O)O)cc1S(=O)(=O)NC(C)C12CC3CC(CC(C3)C1)C2 (stereo not given)	2	·	-1.4
39	CC(C)Nc1ccc(C(CC(N)=O)NC(=O)c2ccc(Br)cc2)cc1[N+](=O)[O-] (stereo not given)	17	i	0.6
40	O=S1(=O)CCN(Cc2ccccn2)CC1	6	i	-1.6
41	COc1ccc(C)cc1NC(=O)CN1C(=O)c2cccc3cccc1c23	12	i	0.1
42	Cc1c(NC(=O)CSc2ccc3ccccc3n2)c(=O)n(-c2ccccc2)n1C	12	·	-0.9
43	CC1(C)CC(=O)N(CC(=O)NCc2ccc(F)cc2)c2ccccc2S1(=O)=O	19	i	-0.4
44	N#Cc1ccc(OCC(=O)NNC(=S)NC2CCCCC2)cc1	3	·	0.9
45	COc1ccc(S(=O)(=O)c2c[nH]c(=S)[nH]c2=O)cc1Cl	·	i	-0.5
46	O=C1NC(c2ccc(Cl)c([N+](=O)[O-])c2)Nc2ccccc21 (stereo not given)	16	i	·
47	CCCN1CCN(C(=O)C2CCN(S(=O)(=O)c3c(C)noc3/C=C/c3ccc(C)cc3)CC2)CC1	11	i	-1.2
48	CC(NC(=O)c1ccc(Br)o1)C1CCCO1 (stereo not given)	17	i	-1.9

(further entries)
cpd	compound	OX1R antag	KCNQ2 inh	STK33 kinase inh
49	O=C(CN1CCN(Cc2ccccc2)CC1)Nc1ccc([N+](=O)[O-])cc1C(=O)Nc1ccccc1F	19	i	-0.3
50	Cc1ccccc1-n1nnnc1SC(C)C(=O)NC1CCCc2ccccc21 (stereo not given)	19	-8.8*	-1.3
51	CCOC(=O)c1ccc2c(c1)N(CC)C(=O)c1ccccc1S2	8	i	0.6
52	CCN(C[C@H]1N[C@@](Cc2ccccc2)(C(=O)OC)[C@H]2C(=O)N(C)C(=O)[C@@H]12)C(=O)COC	0	·	-0.1
53	NS(=O)(=O)c1ccc(NC(=O)CN2CCN(S(=O)(=O)/C=C/c3ccccc3)CC2)cc1	-5	i	-0.9
54	COc1ccc(CCNC2CC(C)N(C)CC2C)cc1OC (stereo not given)	5	i	-0.7
55	Cc1ccc(S(=O)(=O)N(C)Cc2ccc(C(=O)N/N=C3\CC(=O)CC(C)(C)C3)cc2)cc1	13	i	-0.9
56	Cc1ccc(S(=O)(=O)N(C)c2ccc(C(=O)Nc3cccnc3)cc2)cc1	45	i	-0.9
57	C=CCn1c(SC(C)C(=O)NC2(C#N)CCCCC2)nnc1-c1ccc(OC)cc1 (stereo not given)	15	i	-1.4
58	Cc1nc2c(c(=O)n1CCC1=CCCCC1)c1nc3ccccc3nc1n2/N=C/c1ccco1	36	-7.7*	0.1
59	CCc1nc(N)c(C#N)c(-c2ccc(O)c(OC)c2)c1C	4	i	-1.1
60	CCCN(CC(=O)Nc1ccccc1C)C(=O)CC(NC(=O)c1ccccc1)c1ccccc1 (stereo not given)	8	i	-1.9

(list continues)
cpd	compound	OX1R antag	KCNQ2 inh	STK33 kinase inh
61	Cc1ccc(C(=O)/C=C/c2ccc(-c3ccccc3[N+](=O)[O-])o2)cc1	10	i	2.4
62	COCCNC(=O)c1ccc2c(=O)n(Cc3ccco3)c(SCC(=O)NC3CCCCC3)nc2c1	15	i	-4.1
63	C/C(=N\NC(=O)c1c(C)nc2ccccn12)c1ccccc1F	7	i	0.8
64	CCOC(=O)Cn1ncn(-c2ccc(OC(F)(F)F)cc2)c1=O	8	i	0.3
65	CCCCn1c(N)c(N(CC(C)C)C(=O)c2oc3ccc(OC)cc3c2C)c(=O)[nH]c1=O	23	i	·
66	CCOc1ccc(NCc2nnc(SCc3ccccc3Cl)n2-c2ccccc2)cc1	6	i	-0.3
67	CCOC(=O)C1(CCOc2ccccc2)CCN(Cc2ccc(OCC)c(CO)c2)CC1	20	i	-1.1
68	O=c1nc2cccc3c2=c(/c1=C(\O)c1ccccc1)c1ccccc1c3=O	13	i	4.1
69	Cc1cccc(NC(=O)c2sc3nc4c(c(-c5cccs5)c3c2N)CN(C)CC4)c1	76*	i	-0.8
70	Cn1c(CN2CCCCC2)nc2cc(NS(=O)(=O)c3ccc(F)cc3)ccc21	21	i	-1.0
71	O=C(O)c1cccc(S(=O)(=O)Nc2ccc3oc(=O)sc3c2)c1	13	i	-0.7
72	O=C(CCNc1ccc(F)cc1)c1cc2ccccc2o1	11	i	0.0

Next entries follow:
cpd	compound	OX1R antag	KCNQ2 inh	STK33 kinase inh
73	COc1ccc(CCn2c(-c3ccc(Cl)cc3)n[nH]c2=S)cc1OC	16	i	-1.0
74	O=C(Nc1cc(C(=O)Nc2ccccc2C(=O)O)cc(C(=O)Nc2ccccc2C(=O)O)c1)c1ccccc1	25	i	49*
75	CCCN(Cc1ccccc1)C(=S)Nc1ccc(OC(F)F)cc1	6	i	-3.9
76	O=C(Nc1nc(=S)ss1)c1c(F)cccc1F	11	i	-1.3
77	Nc1cc(=O)[nH]c(SCC(=O)c2ccc(F)cc2)n1	8	i	0.1
78	Nc1c(C(=O)CSc2nnc(Nc3ccc(F)cc3)s2)c(=O)[nH]c(=O)n1C1CC1	-5	·	-0.7
79	COc1ccc(-c2n[nH]c(=S)n2-c2ccc(C)cc2)cc1OC	15	i	-0.1
80	COCc1[nH]c(=S)c(C#N)cc1C(=O)OC	6	i	-2.5
81	CCOc1ccc(CC(=O)Nc2ccc(S(=O)(=O)N3CCCC3)cc2)cc1	-2	i	-1.2
82	CCCCn1c(=O)[nH]c(=O)c2c1ncn2Cc1ccco1	19	i	0.5
83	O=C(NNC(=S)Nc1ccc(Br)cc1)c1ccc(N2CCOCC2)c([N+](=O)[O-])c1	26	i	-0.5
84	COc1cc(OC)cc(-c2cc(N)n(S(=O)(=O)c3cccc4nsnc34)n2)c1	49*	i	8.2

(listing goes on)
cpd	compound	OX1R antag	KCNQ2 inh	STK33 kinase inh
85	Oc1ccc(Cl)cc1CNc1ccc(Br)cn1	24	i	-1.8
86	COC(=O)c1ccccc1S(=O)(=O)N1CCC(C(=O)OC(C)C(=O)Nc2ccccc2OC)CC1 (stereo not given)	6	·	-1.3
87	O=C(COc1ccc(Cl)cc1)Nc1ccccc1C(=O)NCc1cccnc1	37	i	-0.7
88	COC(=O)CCC(=O)NNC(=O)CCCOc1ccc(Cl)cc1Cl	7	i	0.4
89	NS(=O)(=O)c1ccc(CCNC(=O)CC(c2ccccc2)c2ccccc2)cc1	0	i	·
90	O=C(Cn1nnc2ccccc2c1=O)NCC1CCC(C(=O)O)CC1 (stereo not given)	9	i	-0.8
91	N#Cc1ccccc1NC(=O)CSc1n[nH]c(-c2ccco2)n1	1	i	0.6
92	COc1ccccc1NS(=O)(=O)c1cccc(C(=O)NN=C2CCCCCC2)c1	38	i	-0.9
93	CC1=C(C(=O)OCC2CCCO2)C(c2cccc(C(F)(F)F)c2)C2=C(CC(c3ccco3)CC2=O)N1 (stereo not given)	14	i	-0.7
94	Cc1ccc(-c2csc3ncnc(N4CCc5ccccc5C4)c23)cc1	7	i	0.3
95	Cc1ccc(S(=O)(=O)NC(=O)c2ccc(Br)o2)cc1	32	i	-1.5
96	Cc1cc(NC(=O)CSc2nnc3c(C)cc4c(C)ccc(C)c4n23)no1	-1	i	-0.7

Other records:
cpd	compound	OX1R antag	KCNQ2 inh	STK33 kinase inh
97	COc1ccc2nc(C)cc(SCC(=O)N/N=C/c3cccc4ccccc34)c2c1	12	i	-0.9
98	COc1ccc(NC(=O)c2ccc(Cl)c(S(=O)(=O)N3CCc4ccccc4C3)c2)cn1	18	i	-0.3
99	Cc1sc2nc(CSC(C)C(=O)N(C)CC(=O)Nc3ccccc3C(F)(F)F)[nH]c(=O)c2c1C (stereo not given)	71*	i	-1.3
100	COC(=O)Cc1cc(=O)[nH]c(Nc2nc3ccccc3o2)n1	14	i	-1.1
101	COc1ccccc1NC(=O)c1c(C)oc2c1CCCC2	10	i	7.1
102	O=C(CCn1cnc2ccccc21)N=Nc1c(O)[nH]c2ccccc12	16	i	0.9
103	CS(=O)(=O)N(CC(=O)Nc1ccc(S(=O)(=O)N2CCOCC2)cc1)c1cccc(F)c1	16	i	0.1
104	Cc1cccc(N2CCCn3c2nc2c3c(=O)[nH]c(=O)n2C)c1	0	i	-1.9
105	C/C(=N\NC(=O)c1ccoc1C)c1ccc(Cl)s1	6	i	-0.2
106	COCCNC(=O)CN1CCN(Cc2cccc(Cl)c2)C1=O	8	i	-0.6
107	COc1cccc(NC(C)=[N+](C)CCNS(=O)(=O)c2ccc(Cl)cc2)c1	2	i	-0.1
108	O=C(CCNC(=O)c1ccco1)Nc1ccccc1OC(F)F	5	i	-1.4

Continued.
cpd	compound	OX1R antag	KCNQ2 inh	STK33 kinase inh
109	Cc1cccc(NC(=O)CSc2nc3ccccc3nc2N2CCCC2)c1	6	i	-0.6
110	CCOC(=O)C(=O)c1cn(C2OCC(OC(C)=O)C(OC(C)=O)C2OC(C)=O)c2ccccc12 (stereo not given)	15	i	0.4
111	CCOc1ccc(S(=O)(=O)N2CCC(C(=O)NCc3cccnc3)CC2)cc1Cl	14	i	4.3
112	Cc1ccc(NS(=O)(=O)c2cc(NC(=O)c3ccc4c(c3)NC(=O)CS4)ccc2C)c(C)c1	10	i	-1.0

Screening results (PubChem)
